NCI-60 one-dose screen, 48 h, at 10 µM unless noted. Numbers give growth in % (100 = growth as untreated, 0 = no growth, -100 = all killed).
MDA-MB-435: MDA-MB-435 melanoma; 82,000 tested, 7.8% active; AID 1794794
K-562: K-562 leukemia | 78,000 tested, 7.4% active
SR: SR leukemia cells; 73,000 tested, 8.7% active
HOP-92: HOP-92 NSCLC cells; 71,000 tested, 6.3% active; AID 1794738
RPMI-8226: RPMI-8226 leukemia cells; AID 1794781; 77,000 tested, 7.5% active
MOLT-4: MOLT-4 leukemia cells. 80,000 tested, 6.9% active
HOP-62: HOP-62 NSCLC; 80,000 tested, 3.9% active; AID 1794735
CCRF-CEM: CCRF-CEM leukemia; 77,000 tested, 7% active; AID 1794778
* hit, by the source's call; . = no result given. Rule for the calls: active = growth percent below 10; inactive = the rest.

SMILES | MDA-MB-435 | K-562 | SR | HOP-92 | RPMI-8226 | MOLT-4 | HOP-62 | CCRF-CEM
C[n+]1c2ccccc2nc2ccccc21 | -41* | 25 | 26 | -11* | -17* | 25 | -19* | -0.6*
CCOC(=O)CC1CSC(Nc2cc(C(F)(F)F)cc(C(F)(F)F)c2)=N1 (stereo not given) | 103 | 99 | 91 | 102 | 101 | 106 | 86 | 108
CN1CCN(c2ccc(Nc3nc(NCCCNS(=O)(=O)c4ccc(Cl)cc4)c4sccc4n3)cc2)CC1 | 7.3* | 12 | 5.8* | 49 | 5.0* | 4.9* | 53 | 13
NNC(=O)c1ccc(NS(=O)(=O)Cc2ccccc2)cc1 | 104 | 106 | 96 | 95 | 103 | 94 | 72 | 95
COc1cc2oc(-c3cccc(NC(=O)CNC(=O)OC(C)(C)C)c3)cc(=O)c2c(OC)c1OC | 94 | 60 | 65 | 55 | 37 | 75 | 93 | 55
O=C(O)c1ccc(-n2cc(/C=N/Nc3cccc(F)c3)c(-c3ccc(F)c(F)c3)n2)cc1 | 96 | 86 | 87 | 101 | 81 | 88 | 93 | 99
NC(=O)Cc1ccncc1 | 111 | 94 | 95 | 90 | 105 | . | 93 | 105
COc1cc(/C=N/NC(=O)C(=O)Nc2cccc(Cl)c2)cc(OC)c1O | 103 | 101 | 85 | 92 | 100 | 98 | 108 | 80
COC(=O)CC[C@H](C)[C@H]1CC[C@H]2[C@@H]3CC[C@@H]4C(c5nc6ccc(F)cc6[nH]5)=C(Cl)CC[C@]4(C)[C@H]3CC(=O)[C@]12C | 83 | 31 | 49 | 25 | 42 | 51 | 92 | 62
Cc1nn(-c2ccc([N+](=O)[O-])cc2)c2ncnc(N/N=C/c3cccc(O)c3)c12 | 71 | 16 | 65 | 46 | . | 16 | 64 | 17
O=C1OC2C(I)C3CC2C1C3c1ccccc1 (stereo not given) | 131 | 104 | 87 | 94 | 106 | 102 | 89 | 110
COc1cccc(-c2nc3occn3c2-c2ccnc(NCCCNS(=O)(=O)c3ccc(Cl)cc3)n2)c1 | 49 | 55 | 93 | 83 | 59 | 56 | 117 | 67
O=C1NC(=O)C(Cc2ccc(Cl)cc2)(c2ccccc2)N1 (stereo not given) | 102 | 88 | 86 | . | . | 97 | 104 | 99
O=c1scc(-c2ccc(C(F)(F)F)cc2)s1 | 88 | 100 | 90 | 81 | 98 | 95 | 92 | 89
O=C1CSC(c2ccccc2[N+](=O)[O-])N1c1nnc(Cn2cnnc2)o1 (stereo not given) | 108 | 90 | 96 | 73 | 98 | 97 | 101 | 93
COc1ccc(/C(=N/N=C(N)N)c2ccccc2)cc1OC | 101 | 98 | 93 | 88 | 111 | 101 | 94 | 97
S=C(NC1CCCCC1)C(=S)NC1CCCCC1 | 105 | 118 | . | . | 97 | 104 | 109 | 101
CCn1c(Sc2nnc(NC(=O)CSC(=S)N3CCCCC3)s2)nc2c1c(=O)n(C)c(=O)n2C | 6.7* | 44 | 45 | 81 | . | 98 | 87 | 85
CC(CN1CCCCC1)C(=O)c1ccccc1 (stereo not given) | 104 | 101 | 97 | 79 | 78 | 106 | 103 | .
Cc1cc(O)c(C(C)C)cc1N=Cc1cc([N+](=O)[O-])ccc1O | 120 | 85 | 107 | . | . | 81 | 92 | 72
Cc1cc(Cl)ccc1NC(=O)Nc1ccc(-c2ccc3c(c2)NC(=O)/C3=C\c2ccc[nH]2)cc1 | 99 | 83 | 69 | 115 | 100 | 86 | 100 | 98
CN(C)c1ccc(C(=O)n2cc(-c3ccc(Cl)cc3)c(N)n2)cc1 | 98 | 90 | 51 | 74 | 131 | 57 | 95 | 115
COc1ccc(-c2cnoc2-c2cc(OC)c3c(c2)OCCO3)cc1 | -28* | 6.9* | 3.7* | 31 | -8.9* | 6.1* | -8.5* | -7.1*
O=C(CNS(=O)(=O)Cc1ccccc1)NNc1ccccc1 | 22 | 9.5* | 39 | 101 | 62 | 35 | 46 | 45
Cc1nc(N=C(N)N)nc2ccccc12 | 88 | 86 | 75 | 84 | 86 | 91 | 86 | 93
Nc1c(Cl)cc(S(N)(=O)=O)cc1S(N)(=O)=O | 101 | 100 | 89 | 120 | 90 | 98 | 94 | 98
COc1ccccc1NC(=S)/N=C/c1c(O)cc(C)oc1=O | 104 | 97 | 97 | 83 | 95 | 107 | 88 | 93
C#CCOc1ccccc1C(Nc1ccc(F)cc1C)c1nnnn1C1CCCCC1 (stereo not given) | 98 | 59 | 81 | 98 | 75 | 68 | 93 | 85
CN(c1ccccc1Cl)S(C)(=O)=O | 114 | 99 | 114 | . | 110 | 100 | 97 | 134
COc1ccc(/C=C\C(=O)c2ccc(-c3ccccc3)cc2)cc1 | 87 | 80 | 40 | . | 92 | 87 | 118 | 96
C#CCN=C[C@]12CC[C@@H](C(=C)C)[C@@H]1[C@H]1CC[C@@H]3[C@@]4(C)CCC(=O)C(C)(C)[C@@H]4CC[C@@]3(C)[C@]1(C)CC2 | 72 | 28 | 37 | 65 | 33 | 43 | 89 | 61
NC(=O)c1cn[nH]c1N | 90 | 111 | 113 | 107 | 123 | 114 | 95 | 159
COc1ccccc1OCC(=O)Nc1cccc(-c2nnc(-c3ccccc3)o2)c1 | 96 | . | 100 | 87 | 84 | 66 | 105 | 86
CCN1C/C(=N\S(=O)(=O)NC2CCCCC2)N(CC)C1=O | 103 | 102 | 99 | 113 | 106 | 103 | 95 | 105
CC(=O)c1ccc(NC(=O)CNNc2nc3ccccc3c(=O)n2-c2ccccc2)cc1 | 94 | 102 | 104 | 68 | 76 | 79 | 104 | 74
O=C(c1c[nH]c2ccccc12)c1n[nH]c(=S)n1-c1ccc(Cl)cc1 | 109 | 95 | 98 | 92 | 91 | 83 | 90 | 92
CS(=O)(=O)c1ccc(-c2nc3ccccn3c2/C=N/Nc2nc(-c3ccc(Br)cc3)cs2)cc1 | 97 | 86 | 95 | 116 | 94 | 94 | 121 | 91
COc1cccc(-n2cc(-c3nc4ccccc4c(=O)[nH]3)nn2)c1 | 96 | 110 | 106 | 101 | 94 | 104 | 107 | 95
Cc1ccc(C(=O)/C=C/c2nc(-c3ccc(Cl)cc3)oc2C)cc1 | 103 | 99 | 97 | 82 | 86 | 94 | 107 | 95
CC(=O)c1ccc2c(c1)CCCC2 | 92 | 75 | . | 82 | 93 | 53 | 88 | 97

Taken from above:
Cc1nc(N=C(N)N)nc2ccccc12 | MOLT-4: 91
CS(=O)(=O)c1ccc(-c2nc3ccccn3c2/C=N/Nc2nc(-c3ccc(Br)cc3)cs2)cc1 | K-562: 86
CCN1C/C(=N\S(=O)(=O)NC2CCCCC2)N(CC)C1=O | SR: 99
Cc1cc(Cl)ccc1NC(=O)Nc1ccc(-c2ccc3c(c2)NC(=O)/C3=C\c2ccc[nH]2)cc1 | MDA-MB-435: 99
COc1ccccc1NC(=S)/N=C/c1c(O)cc(C)oc1=O | RPMI-8226: 95

New compounds follow.
SMILES | MDA-MB-435 | K-562 | SR | HOP-92 | RPMI-8226 | MOLT-4 | HOP-62 | CCRF-CEM
CS(=O)(=O)c1ccc(-c2nn(-c3ccccc3)cc2/C=N/NC(=O)c2nc(N)n[nH]2)cc1 | 92 | 59 | 70 | 103 | 83 | 67 | 103 | 44
COc1ccc(C=NCCCO)cc1 | 110 | 108 | 105 | 94 | 100 | 102 | 77 | 95
CC1(C)CCC(C)(C)c2cc(C(=O)O)ccc21 | 105 | 103 | 105 | . | 84 | 105 | 101 | 90
CCOC1CC(C)C=CO1 (stereo not given) | 93 | 105 | 102 | 74 | 94 | 107 | 109 | 89
OCCN(CCO)Cc1nc2ccccc2[nH]1 | 103 | 110 | 95 | 94 | 115 | 119 | 98 | 127
C/C(=C(\c1ccc(OCCN2CCOCC2)cc1)c1ccc(OC(=O)c2ccccc2)cc1)c1ccc(Cl)cc1 | 102 | 100 | 91 | 89 | 103 | 110 | 101 | 103
NS(=O)(=O)c1ccc(CCn2c(SCC(=O)Nc3ccc(F)cc3)nc3ccccc3c2=O)cc1 | 103 | 91 | 95 | 105 | 97 | 97 | 90 | 90
N#Cc1c(-c2ccco2)nc(SCC(O)CN2CCOCC2)nc1N1CCOCC1 (stereo not given) | 122 | . | 115 | 120 | 114 | 100 | 83 | 116
Cc1ccc(C)c(C(=O)C2CC2)c1 | 105 | 98 | 113 | 106 | 105 | 101 | 105 | .
Cn1nc(C(F)(F)F)cc1-c1c[nH]c(OCc2ccc(Cl)cc2)c(-c2ccc(Cl)c(C(F)(F)F)c2)c1=O | 2.0* | 8.6* | 27 | -23* | -27* | -9.4* | -25* | 10
NS(=O)(=O)c1ccc(CCN2C(=O)/C(=C/c3ccccc3)C=C2c2ccccc2)cc1 | 111 | 86 | 89 | 121 | 89 | 98 | 98 | 100
COc1ccc(-c2nc(-c3ccccn3)c(-c3ccccn3)n2CC(C)C)cc1OC1CCCC1 | 27 | 10 | . | 35 | -1.8* | -32* | 28 | 1.1*
Cc1cc(O)cc(O)c1N=NC1=NCCS1 | 105 | 90 | 97 | 109 | 106 | 94 | 96 | 101
Cc1cc(O)c(/C=N/C(=S)Nc2cccc(C)c2C)c(=O)o1 | 103 | 98 | 86 | 74 | 89 | 91 | 85 | 87
O=C1/C=C/[C@@H](O)[C@@H]2C[C@@H](O)C[C@H]2/C=C/CCC[C@H]([C@H](O)CO)O1 | 105 | . | . | 100 | 104 | 105 | 112 | 106
O=C1/C(=C/c2cccs2)SC(=S)N1c1ccc(O)cc1 | 95 | 83 | 81 | 102 | . | 88 | 106 | 90
COC(=O)c1ccc(OC)cc1 | 99 | 116 | . | . | 107 | 121 | 97 | 106
CC(=O)/C=C(/C)N1CCCC1 | 104 | 105 | 95 | . | 101 | 97 | 108 | 101
COc1cc(OC)cc(C(=O)Nc2sc3c(c2C(N)=O)CCC(=O)C3)c1 | 42 | . | . | . | 1.9* | . | 60 | 8.6*
O=NN(CCF)C(=O)N[C@H]1CCCC[C@H]1O | 99 | 97 | 80 | . | 106 | 91 | 106 | 103

Continued, starting with the last three of the part before.
SMILES | MDA-MB-435 | K-562 | SR | HOP-92 | RPMI-8226 | MOLT-4 | HOP-62 | CCRF-CEM
CC(=O)/C=C(/C)N1CCCC1 | 104 | 105 | 95 | . | 101 | 97 | 108 | 101
COc1cc(OC)cc(C(=O)Nc2sc3c(c2C(N)=O)CCC(=O)C3)c1 | 42 | . | . | . | 1.9* | . | 60 | 8.6*
O=NN(CCF)C(=O)N[C@H]1CCCC[C@H]1O | 99 | 97 | 80 | . | 106 | 91 | 106 | 103
O=C(Nn1c(NCC(=O)N2c3ccccc3Sc3ccccc32)nnc1-c1ccc(O)cc1)c1ccc(Cl)cc1 | 93 | 97 | . | 57 | 94 | 88 | 101 | 92
Cc1ccnc(N)c1 | 108 | 97 | 107 | 61 | 106 | 99 | 100 | 92
C=C1C(=O)O[C@H]2[C@H]1CC/C(CNC(=O)/C=C/c1ccc(Br)cc1)=C\CC[C@@]1(C)O[C@@H]21 | -48* | 0.5* | 1.0* | -26* | -34* | -23* | 41 | -2.6*
CNCCCNCCCN1C(=O)c2ccc3c4c(ccc(c24)C1=O)C(=O)N(CCCNCc1ccccc1OC)C3=O | -59* | 4.4* | -0.1* | -32* | -16* | -24* | 7.8* | 4.6*
O/N=C(/CSc1nnc(-c2cc(-c3ccc(Cl)cc3)nc3ccccc23)o1)c1ccccc1 | 83 | 78 | 80 | 91 | 77 | 80 | 80 | 91
CN1CCc2nc3sc(C(=O)Nc4ccccc4)c(N)c3cc2C1 | 112 | 94 | 84 | 90 | 90 | 90 | 92 | 94
O=C1CCSC(=S)N1CCc1ccccc1 | 99 | 99 | 97 | 108 | 102 | 101 | 118 | 99
CCOC(=O)C1=CSC2=NC3=C(CCC/C3=C\c3cc(OC)c(OC)c(OC)c3)C(c3cc(OC)c(OC)c(OC)c3)N12 (stereo not given) | 21 | 39 | 31 | 85 | 22 | 53 | 75 | 17
CCOC(=O)Nc1cc(Cl)ccc1Cl | 103 | . | . | 98 | 106 | . | 104 | 110
COc1cc(C2NC(c3ccc(Cl)cc3)C(C)/C(=N/NC(N)=S)C2C)cc(OC)c1OC (stereo not given) | 107 | . | 99 | . | 74 | 71 | 99 | 90
O=C(Cn1cc(COn2nnc3ccccc32)nn1)Nc1ccc([N+](=O)[O-])cc1 | 102 | 101 | 107 | 104 | 108 | 102 | 98 | 114
S=C1SCCCN1Cc1ccc(Cl)cc1 | 105 | 87 | 90 | 123 | 85 | 88 | 103 | 88
C(=N\Nc1nc(N/N=C/c2ccc3c(c2)OCO3)nc(N2CCOCC2)n1)/c1ccc2c(c1)OCO2 | 96 | 54 | 15 | 92 | 60 | 53 | 86 | 59
[Ag].[Ag].[NH-]S(=O)(=O)c1ccc(N=Nc2cc(N=Nc3ccc(S([NH-])(=O)=O)cc3)c3c(NC(=O)C(Cl)Cl)cccc3c2OC(=O)C(Cl)Cl)cc1.[c-]1nccs1.[c-]1nccs1 | 87 | 84 | 72 | 61 | 84 | 78 | 79 | 45
COC(=O)C1(C)CCC[C@]2(C)[C@H]3C[C@H]4C(C(C)C)=C[C@]3(CC[C@@H]12)[C@H]1[C@@H]4[C@@H](OCc2cn(Cc3ccccc3)nn2)CC[C@@H]1OCc1cn(Cc2ccccc2)nn1 (stereo not given in full) | 70 | 40 | 72 | 51 | 43 | 42 | 76 | 68

Some entries already given, reduced to SR.
Structure	SR
COc1cccc(-c2nc3occn3c2-c2ccnc(NCCCNS(=O)(=O)c3ccc(Cl)cc3)n2)c1	93
O=C1NC(=O)C(Cc2ccc(Cl)cc2)(c2ccccc2)N1 (stereo not given)	86
O=c1scc(-c2ccc(C(F)(F)F)cc2)s1	90
O=C1CSC(c2ccccc2[N+](=O)[O-])N1c1nnc(Cn2cnnc2)o1 (stereo not given)	96
COc1ccc(/C(=N/N=C(N)N)c2ccccc2)cc1OC	93

Not a hit list; overall some 14% were active at least once.
